Pf apPOL block: Pf-apPOL DNA polymerase inhibition; inhibition, % at 10 µM; AID 1794808; Recombinant Pf-apPOL, molecular beacon fluorescence, 1.5 h; actives 0.25% (n = 210,000)
mHTT CaM bind: inhibitors of human mutant huntingtin-calmodulin interaction. actives 3.6% (n = 190,000). inhibition, % at 15 µM. AlphaScreen His-mHTT/GST-CaM binding, luminescence. P42858;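 further: 0% = both proteins with DMSO and 100% = one protein alone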
Target sequence (P42858 whole entry, looked up, stated change not applied): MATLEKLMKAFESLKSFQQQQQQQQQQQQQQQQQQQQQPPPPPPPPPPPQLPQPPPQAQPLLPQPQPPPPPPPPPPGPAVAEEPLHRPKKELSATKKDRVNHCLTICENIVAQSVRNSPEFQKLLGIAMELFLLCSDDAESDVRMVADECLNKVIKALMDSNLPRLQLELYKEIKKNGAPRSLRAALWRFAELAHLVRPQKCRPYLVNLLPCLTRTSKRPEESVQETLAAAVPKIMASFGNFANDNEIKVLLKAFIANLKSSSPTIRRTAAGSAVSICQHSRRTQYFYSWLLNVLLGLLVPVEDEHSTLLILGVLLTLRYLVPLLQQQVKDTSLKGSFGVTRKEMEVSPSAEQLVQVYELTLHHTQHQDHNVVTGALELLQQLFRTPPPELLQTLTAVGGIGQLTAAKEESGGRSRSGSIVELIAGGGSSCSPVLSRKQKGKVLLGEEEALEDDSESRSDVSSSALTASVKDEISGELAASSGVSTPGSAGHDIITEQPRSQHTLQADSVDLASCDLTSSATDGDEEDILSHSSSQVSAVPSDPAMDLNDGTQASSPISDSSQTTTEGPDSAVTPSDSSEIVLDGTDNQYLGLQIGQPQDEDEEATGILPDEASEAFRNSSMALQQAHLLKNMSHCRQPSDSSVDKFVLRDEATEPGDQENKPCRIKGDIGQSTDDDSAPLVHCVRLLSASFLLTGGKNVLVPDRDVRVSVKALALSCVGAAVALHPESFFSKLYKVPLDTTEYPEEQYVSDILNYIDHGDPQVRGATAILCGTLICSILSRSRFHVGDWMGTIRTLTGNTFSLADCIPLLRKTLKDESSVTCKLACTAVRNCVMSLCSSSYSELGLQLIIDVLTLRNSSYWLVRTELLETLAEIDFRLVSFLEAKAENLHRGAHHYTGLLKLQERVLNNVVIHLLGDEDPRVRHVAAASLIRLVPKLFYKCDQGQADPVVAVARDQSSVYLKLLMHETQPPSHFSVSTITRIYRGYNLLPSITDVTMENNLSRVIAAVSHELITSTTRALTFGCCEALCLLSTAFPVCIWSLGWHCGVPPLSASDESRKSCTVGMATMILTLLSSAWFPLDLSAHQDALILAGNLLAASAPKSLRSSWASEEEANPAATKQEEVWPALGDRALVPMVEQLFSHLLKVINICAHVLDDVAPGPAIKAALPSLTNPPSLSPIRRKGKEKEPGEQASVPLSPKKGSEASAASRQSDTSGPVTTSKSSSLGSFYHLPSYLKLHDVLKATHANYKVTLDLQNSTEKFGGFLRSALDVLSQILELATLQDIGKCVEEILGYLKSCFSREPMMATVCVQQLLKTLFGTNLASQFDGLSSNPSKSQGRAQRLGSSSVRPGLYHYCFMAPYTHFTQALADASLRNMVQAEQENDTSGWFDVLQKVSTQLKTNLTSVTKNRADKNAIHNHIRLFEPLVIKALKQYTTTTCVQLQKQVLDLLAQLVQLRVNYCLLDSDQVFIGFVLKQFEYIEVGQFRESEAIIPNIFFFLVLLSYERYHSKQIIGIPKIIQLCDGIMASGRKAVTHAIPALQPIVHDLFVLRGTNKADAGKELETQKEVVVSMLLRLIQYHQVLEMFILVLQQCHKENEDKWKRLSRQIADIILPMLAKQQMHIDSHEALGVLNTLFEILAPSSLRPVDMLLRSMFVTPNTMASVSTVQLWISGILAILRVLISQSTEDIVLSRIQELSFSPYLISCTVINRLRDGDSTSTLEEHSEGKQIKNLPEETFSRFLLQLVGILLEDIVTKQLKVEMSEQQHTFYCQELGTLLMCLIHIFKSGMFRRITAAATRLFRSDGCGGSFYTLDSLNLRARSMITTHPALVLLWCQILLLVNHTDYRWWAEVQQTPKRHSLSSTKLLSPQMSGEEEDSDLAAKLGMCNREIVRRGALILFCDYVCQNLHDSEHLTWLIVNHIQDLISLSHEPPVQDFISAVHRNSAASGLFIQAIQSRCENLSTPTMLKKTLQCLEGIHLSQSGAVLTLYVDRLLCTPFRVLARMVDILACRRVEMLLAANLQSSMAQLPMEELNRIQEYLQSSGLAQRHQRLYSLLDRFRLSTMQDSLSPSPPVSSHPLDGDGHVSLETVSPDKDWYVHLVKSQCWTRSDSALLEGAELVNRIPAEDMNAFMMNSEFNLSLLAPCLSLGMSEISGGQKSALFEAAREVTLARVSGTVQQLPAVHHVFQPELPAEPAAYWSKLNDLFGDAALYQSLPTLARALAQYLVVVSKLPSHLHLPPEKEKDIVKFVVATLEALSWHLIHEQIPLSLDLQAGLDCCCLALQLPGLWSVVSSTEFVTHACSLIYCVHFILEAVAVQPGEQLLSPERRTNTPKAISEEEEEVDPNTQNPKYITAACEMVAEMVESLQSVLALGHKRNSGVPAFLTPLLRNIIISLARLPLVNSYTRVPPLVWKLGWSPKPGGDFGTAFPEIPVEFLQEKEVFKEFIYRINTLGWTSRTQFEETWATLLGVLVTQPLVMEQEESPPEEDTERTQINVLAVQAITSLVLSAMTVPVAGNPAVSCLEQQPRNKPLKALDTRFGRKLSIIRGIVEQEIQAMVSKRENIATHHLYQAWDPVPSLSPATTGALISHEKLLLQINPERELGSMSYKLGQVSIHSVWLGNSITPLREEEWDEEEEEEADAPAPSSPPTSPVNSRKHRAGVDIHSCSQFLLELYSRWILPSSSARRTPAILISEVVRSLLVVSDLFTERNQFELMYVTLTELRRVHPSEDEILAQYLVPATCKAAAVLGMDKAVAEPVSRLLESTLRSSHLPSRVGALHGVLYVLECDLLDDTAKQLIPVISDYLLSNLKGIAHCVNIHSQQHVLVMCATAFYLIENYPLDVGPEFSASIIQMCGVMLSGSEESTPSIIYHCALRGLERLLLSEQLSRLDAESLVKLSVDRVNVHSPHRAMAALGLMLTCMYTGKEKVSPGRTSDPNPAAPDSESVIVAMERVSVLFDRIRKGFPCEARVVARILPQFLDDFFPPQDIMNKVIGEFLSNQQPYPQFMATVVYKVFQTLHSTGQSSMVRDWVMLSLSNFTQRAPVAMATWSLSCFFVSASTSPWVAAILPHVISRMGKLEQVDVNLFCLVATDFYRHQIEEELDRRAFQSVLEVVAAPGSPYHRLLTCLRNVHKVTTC
* = called active by the depositor; / = not tested or not shown; & = joins results of further samples. No stated cut-off is given here; in the data, active means inhibition above about 50%; inactive means the rest. A portion of the library; the hit share may differ from the screen's.

SMILES | Pf apPOL block | mHTT CaM bind
COc1ccc(Nc2ncc3c(n2)CCN(Cc2ccc(C)cc2)C3)cc1 | -8 | 2
Cc1csc2sc(C(=O)CC(=O)C(F)(F)F)c(C)c12 | -5 | /
CC(=O)n1cc(/C=C2\C(=O)NN(c3ccccc3)C2=O)c(-c2ccc(F)cc2)n1 | -2 | 54*
CCc1ccc(CN(C)C2CCN(C)CC2)cc1 | -3 | -3
CCn1c(SC)nnc1-c1nn(C)c2c1CN(C(=O)C1CCCCC1)CC2 | -3 | -4
CC1=C(C(=O)Nc2ccccc2)C(c2ccccc2)n2c(s/c(=C\c3cccs3)c2=O)=N1 (stereo not given) | 2 | -1
COc1ccc(C(=O)NC2(c3nc(C)no3)CCCCC2)cc1F | -1 | -8
CS(=O)(=O)C(C#N)=NNc1ccc(OC(F)(F)F)cc1 | -6 | /
Cc1cc(-c2nc(-c3ccncc3)no2)ccc1[N+](=O)[O-] | -14 | 9
CCOc1ccc2ccccc2c1C(=O)NC1CCCC(O)C1 (stereo not given) | -4 | -4
CC1=CC(C)(C)N(C(=O)C(C)N2C(=O)c3ccccc3C2=O)c2ccccc21 (stereo not given) | 13 | 7
O=C(c1ccccc1)N1CCC(c2cnn(-c3cccc(F)c3)c2)CC1 | -4 | 4
Cc1ccc(S(=O)(=O)N2CCN(S(=O)(=O)c3ccc(C)c(C)c3)C(C)C2)cc1C (stereo not given) | -7 | 1
CC(=O)c1c(C(C)=O)c(C)n(-c2cc(Br)ccc2O)c1C | -1 | 24
COc1ccc(C(=O)N2CCN=C2c2ccccc2)cc1 | -9 | 0
COc1ccc(CNC(=O)C2CCCN(c3nc4ccccc4o3)C2)c(OC)c1 (stereo not given) | -16 | 27
CC(=O)Nc1ccc(C2(C(=O)NCC3CC3)CCCCC2)cc1 | -2 | 4
CN1C=C(c2ccc3ccccc3n2)C(C#N)c2ccccc21 (stereo not given) | 4 | 8
CCCCCCc1cc2c(=O)c(-c3csc(C)n3)coc2cc1O | -9 | -1
C(=Cc1ccccc1)CN1CCC(Cn2cnc3ccccc32)CC1 | -6 | 12
O=C(O)c1cccc(NC(=O)c2ccc(Cl)cc2)c1 | -13 | 10
Cc1ccc(CNC(=O)N2CCc3c(nc4cc(-c5ccccc5Cl)[nH]n4c3=O)C2)cc1 | -1 | 26
O=C(CS(=O)(=O)c1cn(Cc2ccccc2Cl)c2ccccc12)Nc1ccc(F)cc1 | -6 | 31
CC(C)CN1CCN(C(=O)C2CCCN(c3nnc4ccc(Cl)cn34)C2)CC1 (stereo not given) | -1 | 3
CN(C)C(=O)c1cc2c(s1)CCC(C(=O)NCc1ccc3c(c1)OCO3)C2 (stereo not given) | -6 | -6
COc1ccc(C2C(C(=O)N3CCOCC3)c3ccccc3C(=O)N2Cc2ccc(F)cc2)cc1 (stereo not given) | 1 | 18
COc1cc(C(=O)N2C(C)CCCC2C)cc(OC)c1OC (stereo not given) | -9 | /
CCOc1ccc(-n2nc(C(=O)NCc3ccccc3OC)c3ccccc3c2=O)cc1 | -10 | -6
NC(CC(=O)Nc1cc(Cl)cc(Cl)c1)=NO | -8&-12 | /
COc1cccc(CN2CCc3c(cc(C(=O)NCc4cccs4)n3C)C2)c1 | -7 | 18
COc1ccccc1-c1nnc(NC(=O)C2CC(=O)N(c3ccc(F)cc3)C2)o1 (stereo not given) | 2 | 22
CCCCOc1ccc(NC(=O)CC2SC(=N)NC2=O)cc1 (stereo not given) | 6 | 2
CCc1ccccc1N(C)C(=O)c1nn(-c2cc(OC)cc(OC)c2)c(=O)c2ccccc12 | -7 | 7
COCC(=O)N1CCCc2ccc(NC(=O)c3nc4ccccc4s3)cc21 | -14 | -6
Cc1ccc(CN2CCCn3nc(C(=O)NCCc4ccccc4Cl)cc3C2=O)cc1 | 8 | -5
CCCCC1CCC(C(=O)NCC2(N3CCOCC3)CCCCC2)CC1 (stereo not given) | -2 | 1
N#Cc1ccccc1Cn1c(=O)n(CCCC(=O)NCc2ccco2)c(=O)c2sccc21 | 4 | 5
CC1Cc2nc(SCC(=O)NC3CCCCC3)n(Cc3ccccc3)c(=O)c2S1 (stereo not given) | 12 | 5
CC1CCCCN1CCCN1C(=O)c2ccccc2C1C(=O)NC1CCCCC1 (stereo not given) | -16 | -8
Cc1ccc(-c2noc(-c3ccc(N4CCOCC4)nc3)n2)cc1 | 0 | -8
N#Cc1ccccc1CSc1nc2ccsc2c(=O)n1Cc1ccc(C(=O)O)cc1 | -4 | 12
COc1ccccc1NC(=O)/C(=C/c1cccs1)NC(=O)c1ccco1 | -1 | 2
COc1ccc(/C=C/C(=O)Nc2nc3n(n2)C(c2ccccc2)C=C(c2ccccc2)N3)cc1 (stereo not given) | -3 | 72*
Cc1c(Cl)c(C(F)(F)F)nn1CC(=O)Nc1cc(Cl)ccc1Cl | 5 | -11
O=C(NCC1CCCO1)N1c2ccccc2Sc2ccccc21 (stereo not given) | 0 | -1
Cc1nn(-c2cccc(Cl)c2)c2c1C(c1cccc([N+](=O)[O-])c1)C(C#N)=C(N)O2 (stereo not given) | -8 | 13
O=C(Cc1ccsc1)N1CCCn2nc(-c3ccncc3)cc2C1 | -1 | 2
CC(C)(Oc1ccc(CCNC(=O)c2ccc(Cl)cc2)cc1)C(=O)O | 0 | /
Cc1sc2c(c1C)c(=O)n(-c1ccccc1)c1nnc(SCC(N)=O)n21 | -10 | 3
CC(C)(C)OC(=O)N1CCC(C(=O)Nc2cccc(C(=O)N3CCCC3)c2)CC1 | -1 | 20
O=C(c1cc2ccc(Br)cc2oc1=O)N1CCSC1c1cccc([N+](=O)[O-])c1 (stereo not given) | -2 | 15
CC(C)C(=O)N1CCc2c(c(-c3nc(-c4cccc(F)c4)no3)nn2C)C1 | -4 | 26
O=S(=O)(c1cccs1)N1CCCC(C(F)(F)F)C1 (stereo not given) | -2 | -13
N=C(N)SCc1nc2ccccn2c1Br | 1 | 6
O=C(O)C=CC(=O)Nc1ccccc1SCC(O)Cn1ccc(C(F)(F)F)n1 (stereo not given) | 1&-3 | /
C=CCOC(=O)C1=C(C)NC2=C(C(=O)CC(C)(C)C2)C1c1ccc(OCC)c(OC)c1 (stereo not given) | 1 | -7
O=C(CC1Sc2ccccc2NC1=O)Nc1ccc2c(c1)OCO2 (stereo not given) | -5 | 1
O=[N+]([O-])c1cccc(S(=O)(=O)N2CCCC2)c1 | -10 | -3
COc1ccc(C(=O)C=Cc2ccc(OC)c(OC)c2)c(O)c1 | -3 | 50*
O=C(O)C(Cc1ccccc1)NS(=O)(=O)c1ccc(Br)s1 (stereo not given) | 1 | -7
(cont.)
SMILES | Pf apPOL block | mHTT CaM bind
COCCC1CCN(C(=O)CN(C)C(=O)C(C)c2ccccc2)CC1 (stereo not given) | 0 | -9
CC(=O)c1cccc(N=Cc2c(C)[nH]c3ccccc23)c1 | -2 | 14
O=C(Nc1cnc(N2CCCC2)nc1)c1ccccc1 | -4 | 0
COc1ccc(C(=O)CSc2ncn[nH]2)cc1 | -7 | -4
Cc1ccc2nc(CCC(=O)NCc3ccccc3F)n(C)c(=O)c2c1 | 1 | -7
Cc1nnc(SCc2cccc(Oc3ccccc3)c2)[nH]c1=O | 3 | 1
O=C(NC1CCCCC1)C1CCCN(c2cn[nH]c(=O)c2)C1 (stereo not given) | -1 | 0
COc1cc(C2=NOC(C(=O)Nc3cccc(C(C)=O)c3)C2)cc(OC)c1OC (stereo not given) | -3 | 26
Cc1ccc(C)c(C(=O)NCC2(c3ccccc3)CCCOCC2)c1 (stereo not given) | -2 | 12
Cc1nc(C(F)(F)F)c(C(=O)NNc2ncc(Cl)cc2C(F)(F)F)s1 | 0 | /
O=C1Nc2ccc(Br)cc2C1=Nc1nn[nH]n1 | -2 | 2
CCCSc1ncnc2sc(C)c(C)c12 | 0 | -76
O=C(CCN1C(=O)c2cccc([N+](=O)[O-])c2C1=O)Nc1ccccc1F | 1 | 2
COc1cc(C(=O)Nc2nnc(C(C)(C)C)s2)c([N+](=O)[O-])cc1OC | -8 | 5
CN(C)Cc1c(C#N)c2ccccc2n1C | / | -7
Cc1noc(C2CN(S(=O)(=O)c3cccnc3)C2)n1 | 1 | -14
Cc1cccc(NC(=O)c2ccccc2[N+](=O)[O-])c1C | -5 | -3
Cc1nnc(NC(=O)Cc2csc(Nc3ccc(OC(F)(F)F)cc3)n2)s1 | -20 | -7
CCOC(=O)C(C)Oc1ccc2c(c1)OC(=Cc1cccc(F)c1)C2=O (stereo not given) | 3 | 8
COc1ccc(-c2nc(NC(=O)c3cccc([N+](=O)[O-])c3)sc2C)cc1OC | -8 | 32
COc1nccnc1N1CCC(NC(=O)C2CCN(C(C)=O)CC2)C1 (stereo not given) | -4 | -6
Cc1c(CCC(=O)NCc2cccnc2)c(=O)n2c([nH]c3ccccc32)c1C#N | -2 | -13
O=[N+]([O-])c1ccc(N2CCN(CCO)CC2)cc1NCc1ccccc1 | -1 | 20
Cc1ccccc1-c1nc(C2CCN(S(=O)(=O)c3ccc(F)c(Cl)c3)CC2)no1 | -3 | -4
COc1ccc(-c2nc(CN3CCCC(C(=O)NCc4ccco4)C3)c(C)o2)cc1 (stereo not given) | 0 | 16
Cc1ccc(-n2[nH]c(C)c(C=Nc3cccc(C(=O)O)c3)c2=O)cc1C | -2 | 9
CC=CC(=O)N1CCC(CSC2=NCCS2)CC1 | -6 | 3
CN1C(=O)C(O)(CC(=O)c2cccs2)c2cc(Br)ccc21 (stereo not given) | -4 | -32
Cc1nnc(NC(=O)c2cc(S(=O)(=O)N3CCOCC3)ccc2Cl)s1 | -3 | 2
COc1ccc(C2C(C(=O)NCc3ccc(F)cc3)c3ccccc3C(=O)N2C)cc1 (stereo not given) | 6 | 4
O=C(NC1CCCCC1)C1CCc2sc(C(=O)N3CCCC3)cc2C1 (stereo not given) | 0 | 6
CC(C)C[C@H]1COc2cccc(F)c2S(=O)(=O)N1Cc1cn(Cc2ccco2)nn1 | 1 | -2
COc1cccc(/C=C2N=C(/C=C/c3cccc([N+](=O)[O-])c3)OC\2=O)c1 | -5 | 12
O=C(c1ccccc1F)N1CCC(c2ccn3ncc(C(=O)N4CCCC4)c3c2)CC1 | -6 | 7
CCCNC(=O)N1CCC(c2cc(N)on2)CC1 | -1 | -10
O=C(CN1C(=O)c2ccccc2S1(=O)=O)N1CCN(C(=O)c2ccco2)CC1 | 0 | -12
COc1ccc(C(=O)C=Cc2cc(OC)c(OC)c(OC)c2)c(O)c1 | 1 | 35
CC(C)Oc1ccc(CN2C(=O)CCC2(C)C(=O)NCc2ccccc2)cc1 (stereo not given) | -1 | 11
Cc1cccc2oc(-c3cccc(N=Cc4cccc([N+](=O)[O-])c4O)c3)nc12 | -3 | 12
O=C1C2C(c3ccccc3Cl)OC3(C(=O)c4ccccc4C3=O)C2C(=O)N1C1CCCCC1 (stereo not given) | -4 | 6
Cc1cc(C(=O)Nc2ccc(NC(=O)C(=O)O)cc2)c(C)o1 | 7 | 0
COc1ccc(C(=O)Nc2c3c(nn2-c2ccc(Cl)cc2)CS(=O)(=O)C3)cc1OC | -4 | 3
CSC1=C(C#N)C(c2cccs2)CC(=O)N1 (stereo not given) | 0 | -8
CCn1cc2c3c(cccc31)CN(C(=O)Nc1ccc(C)cc1C)CC2 | -5 | 27

In the list so far, these have two or more sulfur atoms:
SMILES | Pf apPOL block | mHTT CaM bind
Cc1csc2sc(C(=O)CC(=O)C(F)(F)F)c(C)c12 | -5 | /
CC1=C(C(=O)Nc2ccccc2)C(c2ccccc2)n2c(s/c(=C\c3cccs3)c2=O)=N1 (stereo not given) | 2 | -1
Cc1ccc(S(=O)(=O)N2CCN(S(=O)(=O)c3ccc(C)c(C)c3)C(C)C2)cc1C (stereo not given) | -7 | 1
CC1Cc2nc(SCC(=O)NC3CCCCC3)n(Cc3ccccc3)c(=O)c2S1 (stereo not given) | 12 | 5
N#Cc1ccccc1CSc1nc2ccsc2c(=O)n1Cc1ccc(C(=O)O)cc1 | -4 | 12
Cc1sc2c(c1C)c(=O)n(-c1ccccc1)c1nnc(SCC(N)=O)n21 | -10 | 3
O=S(=O)(c1cccs1)N1CCCC(C(F)(F)F)C1 (stereo not given) | -2 | -13
O=C(O)C(Cc1ccccc1)NS(=O)(=O)c1ccc(Br)s1 (stereo not given) | 1 | -7
CCCSc1ncnc2sc(C)c(C)c12 | 0 | -76
Cc1nnc(NC(=O)Cc2csc(Nc3ccc(OC(F)(F)F)cc3)n2)s1 | -20 | -7
CC=CC(=O)N1CCC(CSC2=NCCS2)CC1 | -6 | 3
Cc1nnc(NC(=O)c2cc(S(=O)(=O)N3CCOCC3)ccc2Cl)s1 | -3 | 2
CSC1=C(C#N)C(c2cccs2)CC(=O)N1 (stereo not given) | 0 | -8

Screens deposited in PubChem BioAssay by University of Kansas High Throughput Screening Laboratory.
